BH1578 lux ind: induces V. cholerae light production without autoinducers | hit rate 0.16% among 350,000 | activation, % at 18.7 µM | V. cholerae BH1578 lux reporter, luminescence, 6 h; in the data active = activation mostly above about 9.7%, no sharp cut-off; inconclusive = no clear call, values can overlap the other calls; inactive = mostly below about 3.7%; also: not every result past the cut was called active; inactives centre near 0; reference of the scale not given here
UGM FP inh: Mtb UDP-galactopyranose mutase inhibition; hit rate 0.06% among 320,000; inhibition, % at 10 µM; purified UGM, fluorescence polarization probe displacement; P9WIQ1; in the data active = inhibition above about 10%, passing the limit was not always enough; inconclusive = no clear call, values can overlap the other calls
Target sequence (P9WIQ1 whole entry, looked up): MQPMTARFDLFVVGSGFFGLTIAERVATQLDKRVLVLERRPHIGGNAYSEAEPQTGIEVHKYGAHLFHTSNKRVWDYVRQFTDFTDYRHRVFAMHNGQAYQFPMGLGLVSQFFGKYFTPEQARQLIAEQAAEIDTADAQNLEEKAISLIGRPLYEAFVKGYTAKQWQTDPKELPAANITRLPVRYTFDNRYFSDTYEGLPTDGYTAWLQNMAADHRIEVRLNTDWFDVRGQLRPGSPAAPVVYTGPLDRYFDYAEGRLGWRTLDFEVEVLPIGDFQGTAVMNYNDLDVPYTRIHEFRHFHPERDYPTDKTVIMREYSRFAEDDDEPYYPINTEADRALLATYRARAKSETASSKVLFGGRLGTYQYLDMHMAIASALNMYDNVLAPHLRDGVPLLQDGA
BioA inh: blocks M. tuberculosis BioA enzyme activity | purified M. tuberculosis BioA enzyme, plate reader | inhibition, % at 9.99 µM | hit rate 0.096% among 360,000; in the data active = inhibition above about 40%; inconclusive = no clear call, values can overlap the other calls
TcdB inh: TcdB glycohydrolase inhibition; P18177; TcdB glycohydrolase enzymatic assay, plate reader; inhibition, % at 9.99 µM; hit rate 0.24% among 350,000; in the data active = inhibition above about 10%
Mtb FBA inh: inhibitors of M. tuberculosis fructose-bisphosphate aldolase. AID 588726. P9WQA3. inhibition, % at 1 µM. hit rate 2.3% among 360,000. purified M. tuberculosis FBA, fluorescence read-out; in the data active = inhibition above about 27%;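 also: 0% = vehicle and 100% = reference inhibitor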
Target sequence (P9WQA3 whole entry, looked up): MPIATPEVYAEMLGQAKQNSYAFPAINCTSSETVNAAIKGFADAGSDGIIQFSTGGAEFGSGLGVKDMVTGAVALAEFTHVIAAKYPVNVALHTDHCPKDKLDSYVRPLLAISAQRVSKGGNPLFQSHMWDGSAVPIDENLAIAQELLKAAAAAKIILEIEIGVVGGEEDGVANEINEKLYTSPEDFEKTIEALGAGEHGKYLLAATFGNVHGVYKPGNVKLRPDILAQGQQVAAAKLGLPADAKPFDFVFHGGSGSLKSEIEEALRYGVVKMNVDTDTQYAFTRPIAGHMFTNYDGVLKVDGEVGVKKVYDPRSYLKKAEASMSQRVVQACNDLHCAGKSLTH
Yp Topo-I inh: blocks Yersinia pestis topoisomerase I activity | Y. pestis Topo-I cleavage product accumulation, plate reader | activity, % at 10 µM | hit rate 0.064% among 360,000; in the data active = activity above about 50%, passing the limit was not always enough; inconclusive = no clear call, values can overlap the other calls; also: inactives centre near 2
GDH-TPI counter: GDH-TPI coupled enzyme inhibition counter-screen; GDH-TPI coupled enzyme counterscreen, NADH absorbance; inhibition, % at 4.8 µM; hit rate 1.2% among 360,000; AID 588335; in the data active = inhibition above about 30%;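 also: 0% = DMSO wells and 100% = wells lacking the enzyme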
PfHsp40 yeast: restores yeast growth despite PfHsp40 toxicity; growth rescue, % at 12.5 µM; hit rate 0.68% among 340,000; S. cerevisiae expressing PfHsp40, growth rescue, ATP luminescence; in the data active = growth rescue above about 28%, passing the limit was not always enough; inconclusive = no clear call, values can overlap the other calls;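 also: yeast W303a lacking pdr1 and pdr3 grown in galactose medium; growth measured after three days at 30 °C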
FadD28 binding: inhibitors of Mycobacterium tuberculosis FadD28 bisubstrate binding; FadD28 bisubstrate probe binding, fluorescence polarization; inhibition, % at 12.5 µM; hit rate 0.22% among 360,000; AID 588549; in the data active = inhibition above about 8.5%, passing the limit was not always enough; inconclusive = no clear call, values can overlap the other calls
* hit, by the source's call; i = inactive; u = inconclusive; x = no result given.

SMILES	BH1578 lux ind	UGM FP inh	BioA inh	TcdB inh	Mtb FBA inh	Yp Topo-I inh	GDH-TPI counter	PfHsp40 yeast	FadD28 binding
Cc1c(Cl)cccc1NC(=O)CCN1CCCC(C)C1 (configuration not stated)	-0.5	1.6	-0.6	0.6	4	-5	0	-0.7	-0.8
CC(C)(C)NC(=O)NC(=O)CN1CCN(S(=O)(=O)c2ccc3c(c2)OCCO3)CC1	i	0.5	x	1.4	-3	11	7	0.0	-0.9
CCCCC(=O)Nc1cccc(NC(=O)c2cccnc2Cl)c1	-0.4	-2.9	x	1.5	-1	1	-16	0.2	-2.7
CC(C)(C)OC(=O)C(C)(C)Sc1nnc(N)s1	-0.6	0.5	x	0.5	-11	2	12	-1.2	-2.1
Nc1nc(SCC(=O)Nc2ccc(Cl)cc2C(F)(F)F)n[nH]1	i	0.2	0.2	0.7	0	1	5	-2.0	-1.2
CCc1ccc(C(=O)Nc2ccc(C)c(NS(C)(=O)=O)c2)cc1	i	0.0	-1.0	-1.2	1	-3	-1	-2.0	-1.1
O=C(NCC(c1ccc(F)cc1)N1CCOCC1)c1ccc([N+](=O)[O-])o1 (configuration not stated)	-0.9	0.0	-1.6	0.9	-1	-2	12	0.5	-1.4
Cc1nc(C(=O)NNC(=O)c2ccccc2)c(C(F)(F)F)o1	0.8	5.3	-2.0	1.3	1	-2	7	-0.2	-2.5
CCCC12CN3CC(C)(CN(C1)C31CCCCC1)C2=O	i	1.3	x	x	2	-3	-5	-0.4	-0.7
Cc1cc2nc3c(=O)n(Cc4ccccc4)c(=O)[nH]c3nc2cc1N	-0.6	7.0	-16	0.8	-2	1	2	0.7	-0.8
O=C(NCCCN1CCCC1=O)c1cccc(NS(=O)(=O)c2ccc(Br)cc2)c1	-0.7	0.2	2.3	0.1	-1	-6	6	-0.7	1.6
Cc1cccc(N(Cc2cc(=O)[nH]c3ccccc23)C(=O)CCl)c1	i	-1.2	x	1.4	7	-6	4	0.0	-1.5
COc1ccc(C2=NN(C(N)=S)C(c3ccco3)C2)cc1 (configuration not stated)	-0.3	0.8	x	0.0	-4	-18	6	8.6	-4.3
CN[C@H]1C[C@H]2c3cc(-c4ccccc4)ccc3CCN2C(=O)[C@H]1[C@H](C)O	-0.4	x	3.4	0.5	0	18	-8	x	-5.0
Clc1ccc2c(c1)c1ccccc1n2CN1CCOCC1	x	-0.6	1.4	0.2	0	10	8	31*	0.4
CC1(C)NC(=O)N(Cc2cc(=O)n3ccsc3n2)C1=O	i	0.1	-0.8	1.7	4	4	10	-0.6	-4.5
COC(=O)c1ccc(/C=C/C(=O)OCC(=O)Nc2sccc2C(N)=O)cc1	-0.8	5.0	0.7	x	2	-2	10	-0.3	-2.9
COc1ccc(N(C)C(=O)c2cn(CC(C)C)c(=O)c3cc(OC)c(OC)cc23)cc1	-1.2	1.7	1.2	0.8	-1	11	10	-0.3	-4.7
COc1cc(OC)cc(C(=O)NC(C(=O)Nc2ccc3c(c2)OCCO3)C(C)C)c1 (configuration not stated)	i	-7.6	0.7	1.2	6	-12	3	-0.5	-3.1
O=C(O)CCC(=O)Nc1nc(-c2ccccc2)cs1	x	2.8	-0.4	0.9	-2	-2	-4	-1.5	-0.8

In the list so far, 5 contain a Cl atom.
SMILES	BH1578 lux ind	UGM FP inh	BioA inh	TcdB inh	Mtb FBA inh	Yp Topo-I inh	GDH-TPI counter	PfHsp40 yeast	FadD28 binding
Cc1c(Cl)cccc1NC(=O)CCN1CCCC(C)C1 (configuration not stated)	-0.5	1.6	-0.6	0.6	4	-5	0	-0.7	-0.8
CCCCC(=O)Nc1cccc(NC(=O)c2cccnc2Cl)c1	-0.4	-2.9	x	1.5	-1	1	-16	0.2	-2.7
Nc1nc(SCC(=O)Nc2ccc(Cl)cc2C(F)(F)F)n[nH]1	i	0.2	0.2	0.7	0	1	5	-2.0	-1.2
Cc1cccc(N(Cc2cc(=O)[nH]c3ccccc23)C(=O)CCl)c1	i	-1.2	x	1.4	7	-6	4	0.0	-1.5
Clc1ccc2c(c1)c1ccccc1n2CN1CCOCC1	x	-0.6	1.4	0.2	0	10	8	31*	0.4

Next section.
SMILES	BH1578 lux ind	UGM FP inh	BioA inh	TcdB inh	Mtb FBA inh	Yp Topo-I inh	GDH-TPI counter	PfHsp40 yeast	FadD28 binding
CCCCSc1nnc(-c2cc(Br)ccc2N)c(=O)[nH]1	2.6	-1.6	0.6	x	-1	0	6	3.4	-1.9
CC(Cc1ccccc1)=NNc1ccc([N+](=O)[O-])cc1[N+](=O)[O-]	x	x	x	0.8	-3	1	2	-1.0	-2.9
OC[C@H]1O[C@@H](Oc2ccc(O)cc2)[C@H](O)[C@@H](O)[C@@H]1O	-0.2	x	-1.5	3.4	-1	-6	-6	-0.5	1.1
COc1cc(NC(=O)Cn2nc(C(F)(F)F)c3c2CCCC3)cc(OC)c1OC	i	1.1	-1.8	x	2	7	-9	0.6	-3.3
CCOc1ccc(NC(=O)CCCc2cc(-c3ccc(OCC)cc3)on2)cc1	i	0.8	-0.5	x	-1	-3	-3	-0.7	-3.1
O=[N+]([O-])c1ccc(NCCOc2ccccc2Cl)nc1	i	0.8	-1.6	2.0	-3	0	27	3.8	-1.2
COc1ccc(CNC(=S)Nc2ccccc2Cl)cc1	1.0	2.4	-0.4	0.7	0	3	2	0.5	-2.4
CSc1ncccc1C(=O)NC(C)C1CC2CCC1C2 (configuration not stated)	-0.4	1.8	x	0.7	0	-1	4	-0.2	-2.8
CCOC(=O)C1CCN(S(=O)(=O)c2ccc(C(C)(C)C)cc2)CC1	i	0.0	x	0.9	-3	-2	-4	0.0	-3.0
Cc1ccnc(Nc2nc3ccccc3o2)n1	i	-0.4	-0.8	1.6	-4	-6	5	-1.2	-4.2
O=C(O)CCCc1nc2ccccc2s1	i	-1.8	-2.7	x	4	4	2	0.2	0.8
NP(=O)(OCC(F)(F)F)Oc1cccc2ccccc12 (configuration not stated)	i	0.0	x	-1.7	-2	10	4	-2.0	-0.9
COC(=O)c1cccc(OCC(O)Cn2cnc3cc(C)c(C)cc32)c1 (configuration not stated)	-0.4	-1.8	x	x	-1	u	8	-0.2	-1.5
CSc1cccc(NC(=O)CN(c2cccc(C)c2)S(C)(=O)=O)c1	-0.4	-1.8	1.7	x	-3	-3	13	-1.8	-4.8
O=C(Nc1ccccc1C(=O)N1CCN(Cc2ccccc2)CC1)c1ccccc1	-0.6	0.7	0.3	-1.0	0	7	-2	0.9	-2.0
CC(C)(NC(=O)c1cc(Cl)c2ccccc2c1O)C(=O)O	2.3	1.2	-1.0	3.1	56*	4	15	1.1	3.3
C=CCOc1cccc(CNCc2ccncc2)c1	i	2.3	1.3	3.5	5	9	-3	0.0	0.1
CN1CCN(C(=S)Nc2ccc([N+](=O)[O-])cc2)CC1	-0.6	-2.8	17	x	-5	-9	8	-2.5	-2.7
O=C(Cn1cc(C(F)(F)F)cc(Cl)c1=O)Nc1ccc(N2CCOCC2)cc1	-0.3	0.4	1.2	-0.5	0	-3	8	0.5	-1.9
Cn1ncc([N+](=O)[O-])c1C(=O)Nc1ccccc1C(=O)O	-0.1	1.9	-2.2	3.0	-4	-7	1	-1.7	-4.1
CCOc1ccc(N2CC(C(=O)NCCc3c[nH]c4ccc(OC)cc34)CC2=O)cc1 (configuration not stated)	i	-0.6	-0.7	1.7	1	6	3	-1.3	0.8
Cc1cc(C(=O)OCC(=O)NNC(=O)c2cccs2)ccc1[N+](=O)[O-]	-0.4	-1.3	-0.2	-0.2	1	-10	-5	1.0	-2.0
Cc1ccn(CCC(=O)Nc2ccc(-c3ccno3)cc2)n1	-12	-2.5	4.4	0.6	1	3	4	1.0	-1.8
CN=C1SC(CC(=O)Nc2cc(Cl)ccc2Cl)C(=O)N1C (configuration not stated)	-13	-3.7	-2.0	x	-3	-1	-7	0.3	0.1
CC(/C=C/c1ccccc1)=N\NC(=O)CSc1ccccn1	-0.2	-1.5	4.4	1.4	3	-4	11	0.5	1.0
CCN1C(=O)[C@@H]2[C@@H]3CN(S(=O)(=O)c4ccc(C)cc4)[C@@H](c4cccc5ccccc45)[C@@H]3C(=O)C[C@@H]2C1=O	x	x	-1.9	0.0	-1	x	x	x	-1.4
C/C(=N\Nc1nccnc1Cl)c1ccc(Cl)c(Cl)c1	0.4	-1.0	-1.2	0.0	-2	-5	41*	-1.0	-2.0
O=C(NCCCN1CCOCC1)c1ccc(-c2ccc(Cl)cc2)o1	-2.5	1.9	x	1.0	14	-5	3	-2.1	-3.4
O=c1c(Br)c(N2CCCC2)cnn1-c1ccccc1	-0.2	0.7	3.0	x	-2	2	11	-0.6	-2.9
CCn1c(NC(=O)c2ccco2)c(-c2ccccc2Cl)c(=O)c2ccccc21	12	-2.0	-1.6	x	-1	6	19	0.1	-1.3
Cc1ccccc1NC(=O)NCCCN1CCCC1	1.0	3.6	0.9	x	-1	0	0	2.0	-3.1
CCN(C[C@H]1N[C@@](Cc2ccccc2)(C(=O)OC)[C@H]2C(=O)N(Cc3ccccc3)C(=O)[C@@H]12)C(=O)COc1ccccc1	i	-0.8	1.2	1.6	-2	27	-3	1.5	-1.6
Cc1ccc(C(=O)N(C)CCOc2ccccc2)cc1S(=O)(=O)N1CCOCC1	1.5	1.2	0.8	0.0	-1	7	5	-2.0	x
O=C(NCc1ccccc1)C1CCCN(c2ncnc3c2nc2n3CCCCC2)C1 (configuration not stated)	-0.3	1.6	1.6	1.6	-1	-4	2	0.2	-0.3
CN(C)CCNc1oc(COc2cccc(Cl)c2)nc1C#N	0.2	-0.7	-0.9	x	2	-1	-1	-1.4	-0.2
COCCNC(=S)N1CCN(c2ccc(Cl)cc2)CC1	-0.3	-1.6	x	-0.1	5	18	4	1.2	1.0
Cc1nn(-c2ccccc2)c(C)c1NC(=O)COC(=O)CCc1ccccc1	i	1.3	1.1	0.4	1	9	-5	-0.1	-3.2
COc1ccccc1OCCNC(=O)c1ccc(C)o1	1.2	-0.8	-0.7	-0.6	3	1	1	0.7	-3.0
COc1cc2[nH]c(=O)n(C3CCCCC3)c(=O)c2cc1OC	-0.9	0.7	x	x	4	-7	2	-1.5	-3.2
CC(C)c1ccccc1NCC(=O)N1CCN(Cc2ccccc2)CC1	i	3.2	1.3	-0.4	-2	7	5	2.6	-2.7
Cc1oc(C(=O)O)cc1CSc1nnc(-c2ccccc2)n1C	i	2.5	-2.0	x	-3	-13	9	0.4	1.0
COc1cc(CN2CCCC(CO)(Cc3ccccc3F)C2)ccc1O (configuration not stated)	1.2	-2.6	1.1	0.7	1	7	13	-0.4	-0.6
O=C(O)c1ccc(-c2nc(-c3ccc(Cl)cc3Cl)cs2)cc1	-8.3	1.2	0.9	-0.6	0	0	6	0.5	-2.3
CCN(C(=O)CSc1nc2ccccc2o1)C1CCS(=O)(=O)C1 (configuration not stated)	2.8	0.2	0.8	0.7	0	0	3	-1.1	-2.5
CCc1nc2c(nnn2Cc2ccc(F)cc2)c(=O)[nH]1	i	0.0	1.8	0.2	-1	-7	-2	-0.6	-4.2
C[C@@H](O)CNC(=O)c1[nH]cnc1C(=O)Nc1ccc(CNC(=O)OC(C)(C)C)cc1	-0.5	x	-0.8	1.1	0	7	3	x	0.6
Cc1ccc(Oc2ncc(CN3CC(C)OC(C)C3)s2)cc1 (configuration not stated)	-0.4	0.9	1.4	x	-1	2	0	1.8	-2.2
O=C1NC2(CCCCC2)N=C1c1ccc(F)cc1	0.9	-2.0	-0.6	x	6	2	-5	-0.4	-0.8
CSc1ccccc1OCc1cc(C(=O)N2CCCC(C)C2)no1 (configuration not stated)	i	-1.3	2.1	0.0	-1	31	-1	1.1	-0.3
CCCCN1C(C(=O)Nc2cc(C)on2)=C(O)c2ccccc2S1(=O)=O	i	-1.2	-1.1	1.7	-3	2	15	-1.6	-2.2
Cn1c(C(=O)N2CCC(C(=O)N3CCN(Cc4ccc5c(c4)OCO5)CC3)CC2)cc2sccc21	-0.4	0.8	-1.4	0.6	-1	31	8	3.0	-1.4
Nc1[nH]ncc1-c1ccc(F)cc1	6.7	-3.0	-2.1	0.9	108*	1	11	0.1	-1.2
Cc1nn(Cc2noc(C(=O)NCc3ccc(F)cc3)n2)c(C)c1Br	-0.4	2.6	-0.6	1.1	-3	6	-2	3.2	-4.0

Source: PubChem BioAssay (several laboratories)
